Vif inh: HIV Vif self-association inhibitors, primary screen, imaging, HEK293T, single point; inhibition, % at 7.49 µM; 340,000 tested, 0.35% active; HEK293T cells, Vif self-association by quenched fluorescence, 24 h; in the data active = inhibition above about 50%, passing the limit was not always enough; note: some results filed as inactive read as strong as hits
NR2E3 ag-1: NR2E3 agonists in two-hybrid cells, primary screen, cell-based, luminescence, CHO-S, Gal4-NCOR/VP16-NR2E3; Photoreceptor-specific nuclear receptor (Homo sapiens), Q9Y5X4; inhibition of corepressor binding, % at 3.98 µM; luciferase; 360,000 tested, 0.35% active; AID 602229, 2012;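 active = inhibition above the mean of all tested compounds plus 3 SD, cut at about 70% in these data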;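 note: 0% = DMSO with NR2E3 transfected cells and 100% = cells lacking NR2E3 construct; higher means lower luciferase signal from less NR2E3 corepressor binding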
Target sequence (Q9Y5X4 whole entry, looked up, the tested form may be a part): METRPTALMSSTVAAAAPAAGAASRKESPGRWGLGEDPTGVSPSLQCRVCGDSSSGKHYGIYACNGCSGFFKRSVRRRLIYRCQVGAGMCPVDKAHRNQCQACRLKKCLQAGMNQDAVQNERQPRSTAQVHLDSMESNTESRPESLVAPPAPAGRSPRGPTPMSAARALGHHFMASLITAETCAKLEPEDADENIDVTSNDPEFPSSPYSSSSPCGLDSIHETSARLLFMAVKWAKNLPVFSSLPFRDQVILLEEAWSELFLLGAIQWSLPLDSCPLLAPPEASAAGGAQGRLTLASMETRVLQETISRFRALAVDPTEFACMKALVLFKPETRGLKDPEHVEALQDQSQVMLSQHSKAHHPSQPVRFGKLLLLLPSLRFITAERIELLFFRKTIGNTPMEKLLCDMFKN
TRPM1 prom inh: inhibitors of MITF-dependent TRPM1 promoter reporter, primary screen, cell-based, SK-MEL-5, single point, luciferase | SK-MEL-5 TRPM1 promoter luciferase, 24 h | inhibition, % at 12.5 µM | 330,000 tested, 0.83% active | AID 488899, 2010;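 active = mean inhibition across replicates of 60% or more, whatever share of single replicates reaches that level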; note: values of inactives mirror those of a sister screen read the other way
KKLEB cytotox: cytotoxicity in KKLEB CF airway cells, primary screen, cytotoxicity control for CF NF-kB inhibitor project, cell-based, uHTS, fluorescence assay plates; KKLEB CF airway cells viability, ATPlite luminescence, overnight; stronger effect = lower value; cells stimulated with P. aeruginosa culture filtrate; activity change (cytotoxicity), % at 5 µM; 360,000 tested, 0.36% active; AID 602141, 2011;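 active = corrected activity change at or below -50% at 5 µM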
CF NFkB inh: inhibitors of PAF-induced NF-kB signaling, primary screen, cell-based, GFP fluorescence, uHTS. KKLEB NF-kB-GFP reporter, GFP fluorescence overnight. inhibition, % at 5 µM. 360,000 tested, 0.86% active. AID 588850, 2011;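 active = at least 50% inhibition at 5 µM, scaled per plate between neutral and stimulator controls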;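 note: PAF is a Pseudomonas aeruginosa culture filtrate used as stimulus; plate controls were PAF-stimulated DMSO wells for no effect and unstimulated DMSO wells for full effect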
CaV13 FRET inh: Disruptors of the CACNA1D IQ motif to Ca2+-dependent inactivation inhibitor domain association, primary screening, Förster resonance energy transfer in intact living …. HEK cells, CFP/YFP FRET ICDI-IQ, plate reader, 10 min; percent FRET-ratio fall versus neutral wells. inhibition, % at 12.3 µM. 340,000 tested, 0.098% active. AID 743397;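 active = mean replicate inhibition of at least 30% and at least 1% of replicates passing that level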;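 note: 0% = median of the neutral control wells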
Shn3 inh set2: reduction of Shn3 3'UTR firefly luciferase signal, primary screen, Schnurri-3 inhibitor project, cell-based, Clone20 osteoblasts, set 2. AID 588674, 2011. inhibition, % at 12.5 µM. 360,000 tested, 0.52% active. Clone20 osteoblast Shn3 3'UTR firefly luciferase, 24 h;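 active = mean inhibition of at least 75% with every replicate also reaching 75%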;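 note: 0% = median of neutral control wells and 100% = pilot-screen positive control compound; some compounds past the cut are filed as inactive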
Peg3 promoter: Peg3 promoter-driven luciferase inhibitors, primary screen, cell-based, HeLa, luciferase luminescence; AID 588405, 2011; HeLa PEG-Prom luciferase reporter, overnight; 360,000 tested, 1.7% active; inhibition, % at 20 µM;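 active = inhibition of at least 50% at 20 µM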
PDI inh: inhibitors of human PDI, primary screen, biochemical, turbidity, single point, plate reader; PDI insulin aggregation turbidity, A650, 90 min; inhibition, % at 10 µM; AID 588391, 2011; 350,000 tested, 0.052% active; Protein disulfide-isomerase (Homo sapiens), P07237;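 active = mean inhibition across replicates of 30% or more, whatever share of single replicates reach that level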;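 note: absorbance from insulin aggregation driven by PDI reduction with DTT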
Target sequence (P07237 whole entry, looked up): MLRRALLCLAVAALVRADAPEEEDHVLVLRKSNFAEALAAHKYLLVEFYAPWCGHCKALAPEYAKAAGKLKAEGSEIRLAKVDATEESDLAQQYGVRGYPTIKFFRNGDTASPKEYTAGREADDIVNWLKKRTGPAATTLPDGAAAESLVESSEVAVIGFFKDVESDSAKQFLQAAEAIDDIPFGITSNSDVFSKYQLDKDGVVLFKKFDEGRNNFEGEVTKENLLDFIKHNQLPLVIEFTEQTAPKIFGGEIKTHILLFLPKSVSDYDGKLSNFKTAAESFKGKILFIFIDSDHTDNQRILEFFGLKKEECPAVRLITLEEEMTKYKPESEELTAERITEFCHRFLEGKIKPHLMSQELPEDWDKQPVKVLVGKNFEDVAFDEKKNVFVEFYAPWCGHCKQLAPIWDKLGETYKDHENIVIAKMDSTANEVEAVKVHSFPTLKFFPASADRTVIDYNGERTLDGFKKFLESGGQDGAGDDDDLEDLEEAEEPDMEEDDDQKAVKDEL
NR2E3 ag-2: inhibitors of NR2E3-RetCOR corepressor binding, primary screen, NR2E3 agonist project, biochemical, TR-FRET, GST-NR2E3, biotin-RetCOR. Photoreceptor-specific nuclear receptor (Homo sapiens), Q9Y5X4. inhibition of corepressor binding, % at 4.78 µM. 320,000 tested, 0.12% active. 1536-well. AID 2300, 2010;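 active = percent inhibition above the cutoff of mean plus 3 SD of all tested compounds, set per screening campaign, cut at about 20% in these data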;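 note: 0% = DMSO wells and 100% = biotin wells as full block of FRET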
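System: GST-tagged NR2E3 plus biotinylated RetCOR corepressor; Amount: 1.35 nM GST-tagged NR2E3 final; Dosing: single nominal compound dose of 4.8 µM; Schedule: 5 h incubation at 4 °C; Technique: TR-FRET with europium anti-GST and streptavidin-D2, 340 nm excitation; Controls: biotin wells as high control, 0.6% DMSO wells as low control.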
HIF-2a block: HIF-2a reporter inhibitors, primary screen, luminescence, 786-0 RCC cells | AID 624352, 2012 | 786-0 RCC cells HIF-2a reporter, luciferase luminescence, overnight | 360,000 tested, 0.72% active | inhibition, % at 18.8 µM;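 active = inhibition of the luminescence signal of 40% or more relative to plate controls, in a single-dose primary screen at 18.75 µM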
Numbers without * were called inactive; · = not tested or not shown.

Start of the listing, in advance (eight entries):
entry	structure	Vif inh	NR2E3 ag-1	TRPM1 prom inh	KKLEB cytotox	CF NFkB inh	CaV13 FRET inh	Shn3 inh set2	Peg3 promoter	PDI inh	NR2E3 ag-2	HIF-2a block
1	O=C(CCc1nnc2ccc(NCc3ccccc3)nn12)NCC1CCN(C2CCCC2)C1 (configuration not stated)	-5	0	5	1	-1	-5	-13	0	-1	0	5
2	NS(=O)(=O)c1cccc(NC(=O)CSc2nn(-c3ccccc3)c(=S)s2)c1	-1	-4	5	-4	24	-4	19	15	-4	2	15
3	Nc1cccc2cccc([N+](=O)[O-])c12	5	4	-8	-2	-2	-9	4	0	-18	·	0
4	Cc1cc(C(=O)CN2CCN(CC(=O)Nc3cccc(F)c3)CC2)c(C)n1C1CC1	12	-12	14	0	6	-5	-8	15	3	-12	-9
5	COc1cc(OC)cc(C(=O)Nc2ccc3c(c2)n(C)c(=O)n3C)c1	-4	-20	10	1	-19	-9	-1	5	1	0	-13
6	COc1cc(NC(=S)NCc2ccc(S(N)(=O)=O)cc2)c(OC)cc1Cl	1	7	-2	2	-7	·	-2	2	2	2	4
7	COc1ccccc1N1CCN(C(=O)c2ccc3c(=O)n4c(nc3c2)CCCCC4)CC1	-4	7	-21	-2	-1	-6	13	-12	1	3	-5
8	NNC(=O)c1[nH]c(-c2ccccc2)cc1-c1ccccc1	0	4	9	-2	10	-2	-51	7	-31	2	16

The whole of this part (from the top)
entry	structure	Vif inh	NR2E3 ag-1	TRPM1 prom inh	KKLEB cytotox	CF NFkB inh	CaV13 FRET inh	Shn3 inh set2	Peg3 promoter	PDI inh	NR2E3 ag-2	HIF-2a block
1	O=C(CCc1nnc2ccc(NCc3ccccc3)nn12)NCC1CCN(C2CCCC2)C1 (configuration not stated)	-5	0	5	1	-1	-5	-13	0	-1	0	5
2	NS(=O)(=O)c1cccc(NC(=O)CSc2nn(-c3ccccc3)c(=S)s2)c1	-1	-4	5	-4	24	-4	19	15	-4	2	15
3	Nc1cccc2cccc([N+](=O)[O-])c12	5	4	-8	-2	-2	-9	4	0	-18	·	0
4	Cc1cc(C(=O)CN2CCN(CC(=O)Nc3cccc(F)c3)CC2)c(C)n1C1CC1	12	-12	14	0	6	-5	-8	15	3	-12	-9
5	COc1cc(OC)cc(C(=O)Nc2ccc3c(c2)n(C)c(=O)n3C)c1	-4	-20	10	1	-19	-9	-1	5	1	0	-13
6	COc1cc(NC(=S)NCc2ccc(S(N)(=O)=O)cc2)c(OC)cc1Cl	1	7	-2	2	-7	·	-2	2	2	2	4
7	COc1ccccc1N1CCN(C(=O)c2ccc3c(=O)n4c(nc3c2)CCCCC4)CC1	-4	7	-21	-2	-1	-6	13	-12	1	3	-5
8	NNC(=O)c1[nH]c(-c2ccccc2)cc1-c1ccccc1	0	4	9	-2	10	-2	-51	7	-31	2	16
9	CC1CCCCC1NC(=O)c1ccc(-n2cncn2)cc1 (configuration not stated)	15	-20	-2	13	-1	-3	-25	-14	2	·	-22
10	COc1ccc(CC(=O)NCc2nnc(SCCOc3ccccc3)n2C)cc1	·	-41	21	3	-1	·	21	14	1	0	6
11	Cc1ccc(S(=O)(=O)N(Cc2ccccc2)c2ccccn2)cc1[N+](=O)[O-]	5	11	3	8	-10	-5	14	26	0	1	15
12	S=c1[nH]nc(C2CCCCC2)n1/N=C/C=C/c1ccccc1	2	9	7	5	-12	-5	-4	0	6	1	0
13	CCn1c(COc2ccc3c(c2)OCO3)nnc1SCC(=O)c1ccccc1	-8	7	3	-5	-6	-5	-12	10	-4	-2	16
14	COC(=O)N/N=C(\C)c1ccc(-n2ccnc2)cc1	11	-14	-13	-11	12	2	24	-17	4	3	-24
15	Cc1cccc(N(C(=O)CCC(=O)Nc2cc(C)on2)C(C(=O)NC2CCCC2)c2ccccc2)c1 (configuration not stated)	2	12	1	0	4	-7	-3	22	-3	1	17
16	C=CCNC(=O)c1cccn1-c1ccsc1C(=O)OC	14	-20	-10	6	-1	-4	5	-3	-2	2	6
17	COc1cc(OC)c(C(=O)Nc2ccc(C(=O)c3ccccc3)cc2)cc1OC	2	-12	-13	20	-21	-5	3	-13	5	1	-53
18	CC[C@@H](CCC=C(C)C)C(=O)N(Cc1ccccc1)c1ccccc1	-13	30	13	-14	9	-11	-3	25	4	5	10
19	COc1ccc(NC(=O)c2cc(-c3cccs3)on2)cc1OC	5	5	-34	8	-11	-4	-15	-90	-33	3	-112
20	O=C(O)c1cc(O)c2c(c1)[C@H]([C@H]1c3cc(C(=O)O)cc(O)c3C(=O)c3c(O[C@@H]4O[C@H](CO)[C@@H](O)[C@H](O)[C@H]4O)cccc31)c1cccc(OC3O[C@H](CO)[C@@H](O)[C@H](O)[C@H]3O)c1C2=O (some centres not stated)	-1	-43	20	4	-4	-5	11	31	47*	15	3
21	Cc1ccc(C(=O)Nc2c[nH]c(=O)[nH]c2=O)cc1	-1	-23	-8	-1	-7	-10	-2	33	4	3	-23
22	Cc1ccc(C(=O)C(C)OC(=O)c2cc(=O)[nH]c3ccccc23)cc1 (configuration not stated)	-3	13	6	-4	3	-5	7	-20	2	2	-1
23	Cc1cccc(OCC(=O)Oc2ccc(Cl)cc2)c1	0	1	13	6	-14	6	12	-6	-1	1	10
24	Cc1ncc(CO)c(CNc2ccc(-c3nc4ccccc4[nH]3)cc2)c1O	-11	-42	-36	-3	10	-3	-24	-142	2	·	-107
25	c1ccc2c(-n3cnnn3)cccc2c1	8	5	10	-22	-8	-6	-6	3	4	1	16
26	O=C1CC2c3ccccc3C1C1C(=O)N(Cc3ccccc3)C(=O)C21 (configuration not stated)	6	-7	-5	-2	4	-7	9	9	3	0	16
27	COC(=O)c1ccc(C2C(C#N)=C(N)Oc3cc(O)ccc32)cc1 (configuration not stated)	-15	14	18	-1	-5	-11	-5	19	2	-1	26
28	Cc1ccc(NC(=S)Nc2c(C)n(C)n(-c3ccccc3)c2=O)cc1Cl	-2	10	-3	4	-4	-12	-27	11	5	-1	2
29	CS(=O)(=O)N(Cc1ccc(Cl)cc1)c1ccc(C(=O)NCCSCc2ccco2)cc1	-12	2	3	-11	1	-5	-1	25	26	-1	43*
30	COc1ccc(C(=O)N2CC3(C)C4CCC3(C)C2(C#N)C4)cc1OC (configuration not stated)	6	2	-1	4	6	-2	-32	17	-7	0	21
31	CCc1nnc(NC(=O)CSc2nccn2-c2cc(C)cc(C)c2)s1	2	-6	0	10	-2	-6	10	3	·	2	-3
32	Cc1ccc(NC(=O)CN2CCCN(S(=O)(=O)c3ccc(Br)s3)CC2)cc1	-2	-9	4	7	-19	-8	13	27	1	6	-13
33	COc1ccc(C(=O)NC(=S)Nc2ccc3[nH]c(=O)[nH]c3c2)cc1	-2	-2	-2	7	6	-3	-21	12	-6	4	5
34	CCCNC(=O)C1(C)CCCN(Cc2ccc(C(F)(F)F)cc2)C1 (configuration not stated)	5	-3	·	3	-29	-5	8	-7	17	·	14
35	Cc1ccc(S(=O)(=O)Nc2ccc3oc(=O)sc3c2)c(C)c1	10	-49	1	19	5	-3	-12	4	6	-1	26
36	Cc1ccn2c(=O)nc(SCC(=O)Nc3cc(C)on3)nc2c1	11	-2	-12	8	-15	-5	0	-9	5	6	12
37	O=C(O)C1CCCCC1C(=O)Nc1cccc(C(=O)N2CCCCC2)c1 (configuration not stated)	5	14	-4	12	5	-9	-6	-7	6	4	-6
38	CCOC(=O)c1ccc(NC(=S)NCCC2=CCCCC2)cc1	2	3	1	-12	8	-6	18	36	-2	2	11
39	CCCCCCCCCCCCCCCC[n+]1cccc2ccccc21	-2	24	103*	-68*	66*	·	92*	104*	6	0	94*
40	O=[N+]([O-])c1cccnc1N1CCN(c2ccc(F)cc2)CC1	-1	-44	-1	6	5	·	5	-60	-1	-4	-107
41	Cc1c(NC(=O)c2ccc(S(=O)(=O)N3CC(C)OC(C)C3)cc2)c(=O)n(-c2ccccc2)n1C (configuration not stated)	2	6	-71	-13	15	-6	-5	3	-1	2	15

Source: PubChem
